Screening data as filed in PubChem.
LRH-1 inv ag: LRH-1 (NR5A2) inverse agonists, primary screen, cell-based, luminescence, HEK293T, StAR-luciferase reporter; Nuclear receptor subfamily 5 group A member 2 (Homo sapiens), O00482; LRH-1 transfected, 24 h; inhibition, % at 3.6 µM; actives 0.13% (n = 360,000);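 active means inhibition above the mean inhibition of all tested compounds plus 3 SD, cut at about 73% in these data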;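 further: 0% = DMSO wells and 100% = reporter-only cells lacking LRH-1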
Target sequence (O00482 whole entry, looked up): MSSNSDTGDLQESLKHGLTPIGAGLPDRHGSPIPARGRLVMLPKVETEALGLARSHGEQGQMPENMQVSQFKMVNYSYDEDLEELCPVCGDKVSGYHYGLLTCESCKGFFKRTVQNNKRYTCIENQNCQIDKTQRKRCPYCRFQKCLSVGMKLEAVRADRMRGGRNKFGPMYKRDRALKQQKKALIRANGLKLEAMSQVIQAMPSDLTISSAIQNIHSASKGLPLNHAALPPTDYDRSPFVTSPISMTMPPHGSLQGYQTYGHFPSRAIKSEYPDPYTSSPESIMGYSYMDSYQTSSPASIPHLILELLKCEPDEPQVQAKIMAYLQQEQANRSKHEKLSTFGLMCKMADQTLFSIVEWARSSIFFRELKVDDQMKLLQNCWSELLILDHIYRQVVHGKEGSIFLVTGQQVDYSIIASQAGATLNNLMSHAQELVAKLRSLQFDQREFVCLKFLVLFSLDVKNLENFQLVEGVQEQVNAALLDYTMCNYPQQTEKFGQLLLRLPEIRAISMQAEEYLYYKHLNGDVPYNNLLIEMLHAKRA
SRC3 inh: SRC3 coactivator transcriptional activity inhibitors, primary screen, cell-based, luminescence | Nuclear receptor coactivator 3 (Homo sapiens), Q9Y6Q9 | HEK293 GAL4-SRC3 luciferase reporter | inhibition, % at 3.6 µM | actives 0.17% (n = 360,000) | AID 588352, 2011;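 active means inhibition above a per-campaign cutoff, the mean of all compounds plus 3 SD, cut at about 60% in these data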;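 further: 0% = DMSO-treated cells and 100% = gossypol-treated cells at 36 µM; higher means less SRC3-driven luciferase light from the GAL4 reporter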
LMP1 NFkB inh: EBV LMP1-driven NF-kappaB luciferase reporter inhibitors, primary screen, cell-based, luminescence, single point. LMP1-induced NF-kappaB luciferase reporter cells. inhibition, % at 12.5 µM. actives 0.69% (n = 350,000). AID 504558, 2011; in the data active means inhibition above about 41%; inconclusive means no clear call, values can overlap the other calls;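 further: 0% = neutral control wells and 100% = reference inhibitor control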
NR2F2 inh: NR2F2 transcriptional activity inhibitors, primary screen, cell-based, luciferase reporter, HEK293T, luminescence; AID 686940, 2013; actives 0.7% (n = 370,000); COUP transcription factor 2 (Homo sapiens), P24468; HEK293T NGFI-A luciferase reporter; inhibition, % at 8.6 µM;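 active means inhibition above a per-plate cutoff, mean inhibition of test wells between control levels plus 3 SD, cut at about 38% in these data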;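 further: cells cotransfected with COUP-TFII expression vector driving the NGFI-A reporter; 0% = median of COUP-TF2 test wells and 100% = reporter-only cells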
Target sequence (P24468 whole entry, looked up): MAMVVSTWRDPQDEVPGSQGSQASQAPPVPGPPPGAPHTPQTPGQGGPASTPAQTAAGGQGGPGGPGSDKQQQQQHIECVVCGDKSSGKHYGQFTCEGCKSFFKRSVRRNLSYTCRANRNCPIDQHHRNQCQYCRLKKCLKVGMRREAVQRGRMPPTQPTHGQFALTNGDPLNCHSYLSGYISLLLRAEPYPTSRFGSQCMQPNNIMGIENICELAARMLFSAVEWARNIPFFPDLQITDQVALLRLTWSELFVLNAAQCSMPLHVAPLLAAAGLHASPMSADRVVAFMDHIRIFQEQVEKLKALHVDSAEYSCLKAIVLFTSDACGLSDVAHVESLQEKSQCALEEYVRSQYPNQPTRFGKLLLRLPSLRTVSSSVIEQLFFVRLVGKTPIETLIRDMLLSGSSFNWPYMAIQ
NCOA1 inh: SRC1 coactivator transcriptional activity inhibitors, primary screen, cell-based, luminescence; HEK293 GAL4-SRC1 luciferase reporter; inhibition, % at 3.6 µM; actives 0.12% (n = 360,000);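 active means inhibition above the campaign mean plus 3 SD, with each screening campaign given its own cutoff, cut at about 60% in these data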;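 further: 0% = DMSO treated cells and 100% = gossypol at 36 µM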
TRAIL sens C8: viability loss with TRAIL in NB7+C8 cells, primary screen, TRAIL sensitizer project, cell-based, ATPlite luminescence; inhibition (viability loss, TRAIL sensitization), % at 10 µM; actives 1% (n = 360,000); AID 624354, 2012;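 active means compounds causing at least 50% loss of cell viability in the single-dose screen, relative to plate controls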
CF NFkB block: inhibitors of PAF-induced NF-kB signaling, primary screen, cell-based, GFP fluorescence, uHTS; KKLEB NF-kB-GFP reporter, GFP fluorescence overnight; AID 588850, 2011; inhibition, % at 5 µM; actives 0.86% (n = 360,000);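 active means at least 50% inhibition at 5 µM, scaled per plate between neutral and stimulator controls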;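 further: PAF is a Pseudomonas aeruginosa culture filtrate used as stimulus; plate controls were PAF-stimulated DMSO wells for no effect and unstimulated DMSO wells for full effect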
Shn3 inh set2: reduction of Shn3 3'UTR firefly luciferase signal, primary screen, Schnurri-3 inhibitor project, cell-based, Clone20 osteoblasts, set 2. Clone20 osteoblast Shn3 3'UTR firefly luciferase, 24 h. inhibition, % at 12.5 µM. actives 0.52% (n = 360,000). AID 588674, 2011;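 active means mean inhibition of at least 75% with every replicate also reaching 75%; inconclusive means mean inhibition at least 75% but some replicate below; inactive means mean inhibition below 75%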;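 further: 0% = median of neutral control wells and 100% = pilot-screen positive control compound; some compounds past the cut are filed as inactive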
TROY NFkB inh: inhibitors of TROY-driven NF-kB signaling, primary screen, Q293 LMP1-TROYcd cells, NF-kB luciferase, uHTS; Q293 LMP1-TROYcd NF-kB luciferase reporter, 4 h; inhibition, % at 10 µM; actives 0.98% (n = 360,000);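 active means compounds whose plate-normalised and pattern-corrected inhibition of the luciferase reporter signal at the single screening dose is 50% or more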
TWEAK-Fn14 inh: inhibitors of TWEAK-Fn14 signaling, primary screen, luciferase reporter cells, uHTS. TWEAK-stimulated Fn14 reporter cells, luciferase luminescence, 8 h. actives 2% (n = 360,000). inhibition, % at 10 µM; in the data active means inhibition above about 50%
KKLEB cytotox: cytotoxicity in KKLEB CF airway cells, primary screen, cytotoxicity control for CF NF-kB inhibitor project, cell-based, uHTS, fluorescence assay plates. KKLEB CF airway cells viability, ATPlite luminescence, overnight; hits give low values; cells stimulated with P. aeruginosa culture filtrate. actives 0.36% (n = 360,000). activity change (cytotoxicity), % at 5 µM;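 active means corrected activity change at or below -50% at 5 µM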
Starred values were filed as active, the others as inactive; ? = inconclusive; · = not tested or not shown.

SMILES	LRH-1 inv ag	SRC3 inh	LMP1 NFkB inh	NR2F2 inh	NCOA1 inh	TRAIL sens C8	CF NFkB block	Shn3 inh set2	TROY NFkB inh	TWEAK-Fn14 inh	KKLEB cytotox
CCCn1c(SCC(=O)N2CCCC2=O)nc2ccccc2c1=O	-8	7	-5	0	10	-2	-6	-34	-5	10	6
CCCCCn1c(CN2CCN(c3cccc(Cl)c3)CC2)nc2c1c(=O)n(C)c(=O)n2C	-21	18	10	5	-9	12	10	5	34	15	-9
Cc1c(N=Cc2cc(Br)cc(Br)c2O)cccc1C(=O)O	4	-30	68*	11	5	-3	23	-3	-6	9	23
COC(=O)C1N[C@@H]([C@@H](NC(=O)COc2ccccc2)C(=O)NC2CC2)SC1(C)C (stereo partly drawn)	-3	20	-1	11	-20	-6	11	2	-5	-1	-13
CCOC(=O)c1cnc2c(C(F)(F)F)cccc2c1N1CCOCC1	17	6	-8	7	9	-2	4	0	2	1	-5
CCOC(=O)CCc1c(C)c2ccc(OCC(=O)N3CCOCC3)c(C)c2oc1=O	-7	11	2	-4	-13	-6	-19	11	-10	-29	-9
CN(C)/C=C/C(=O)c1cc(N2CCOCC2)ccc1[N+](=O)[O-]	6	18	-6	29	0	-5	-2	-19	8	10	-16
Cc1cc(C(=O)Nc2c[nH]c(=O)[nH]c2=O)ccc1[N+](=O)[O-]	-24	19	0	-12	-31	-4	12	0	-3	7	-2
CCOC(=O)N1CCN(C(=O)c2cccn3c(=O)c4cc(Cl)ccc4nc23)CC1	14	-5	-2	2	4	7	10	-7	19	-1	-4
O=c1cc(O)c2c(=O)n(-c3ccccc3)c3c(c2o1)CCCCCC3	3	-8	4	5	-3	-6	2	6	5	-6	6
O=C(O)c1ccc2c(=O)n(-c3ccccc3F)c(=S)[nH]c2c1	7	2	3	-1	0	-12	9	-5	-3	-23	-4
O=C(Nc1ccccc1)/C(=C\c1ccncc1)NC(=O)c1ccccc1	-9	6	3	-13	-13	1	-5	-22	-8	-5	7
CCC1NC(=S)N(C2CCCCC2)C1=O (stereo not drawn)	13	20	0	22	4	6	10	18	7	-1	-3
Cc1ccc(S(=O)(=O)N(C)Cc2cc3ccccc3[nH]c2=O)cc1	-17	-3	4	-19	-23	-10	-16	12	-34	0	8
COc1ccc(/C=C/C(=O)C(C)(C)C)cc1OC	-4	18	4	-35	-2	-4	-2	-1	-19	1	3
O=C(NCc1ccc(Cl)cc1)C(=O)NCC(c1cccnc1)N1CCN(c2ccc(F)cc2)CC1 (stereo not drawn)	4	24	-1	-10	2	23	-17	68	12	17	7
COc1ccc(-c2cc(C(=O)N3CCN(c4ccccc4OC)CC3)no2)cc1OC	-30	2	-7	-10	-9	-5	8	5	6	-3	-8
CSCCC(NC(=O)OCc1ccccc1)C(=O)NCc1cccnc1 (stereo not drawn)	6	14	-6	-12	-31	1	12	3	-10	1	2
COc1cccc(NC(=O)C(NCCc2ccc(S(N)(=O)=O)cc2)c2ccccc2)c1 (stereo not drawn)	7	11	-7	-5	5	-4	-14	8	-37	0	9
Oc1ccc(/C=N/N=C/c2ccc(O)c(O)c2)cc1O	-19	-27	-9	9	-5	17	-8	25	-122	-84	8
O=C(O)/C=C\c1cccc(-n2nnnc2SCc2ccccc2F)c1	-1	5	-4	14	4	5	-8	-1	-13	16	10
CC1CCN(C(=O)CSc2nnc(-c3cc4ccccc4cc3O)n2Cc2ccco2)CC1	10	15	7	22	2	8	-10	0	5	5	11
NS(=O)(=O)c1ccc(NC(=O)CSc2ncnc3ccccc23)cc1	16	1	-1	8	17	-5	22	-6	3	10	-5
Cc1ccc(S(=O)(=O)N[C@@H](Cc2ccccc2)C(=O)N2CCC[C@@H]2C(=O)O)cc1	-6	11	3	16	3	9	13	0	9	-4	2
CC1(c2cnc(Nc3ccccc3)s2)CCC(=O)O1 (stereo not drawn)	-1	-26	-8	-29	-7	-11	5	-22	-50	-8	2
Other compounds
SMILES	LRH-1 inv ag	SRC3 inh	LMP1 NFkB inh	NR2F2 inh	NCOA1 inh	TRAIL sens C8	CF NFkB block	Shn3 inh set2	TROY NFkB inh	TWEAK-Fn14 inh	KKLEB cytotox
Cc1ccc(S(=O)(=O)N(C)c2ccc(N)cc2)cc1	6	-13	4	-6	5	-2	-10	-27	-23	6	12
COc1ccc(NC(=O)NC(C)C2CC3CCC2C3)cc1 (stereo not drawn)	-5	11	0	0	1	-5	-19	5	-5	-7	3
Nc1nc(-c2ccccc2)c(N=Nc2cccnc2)s1	35	28	-2	-15	18	-9	-4	-21	8	26	3
O=C(NC1(C(=O)O)CCCC1)c1ccccc1	-3	-12	1	15	8	-8	8	-13	1	8	2
CC(/C=C/c1ccco1)=N/NC(=O)OC(C)(C)C	-62	-23	-4	-19	-39	-4	8	-1	14	8	-1
Cn1c(=O)n(CCCO)c(=O)c2c1nc1n2CCCN1Cc1ccccc1	4	28	2	-12	-4	-28	3	-14	19	8	10
C=CCNC(=O)c1nc2ccccc2s1	-56	-43	-15	-24	-42	-6	-1	1	-12	11	0
Cc1ccnc(NS(=O)(=O)c2ccc(NS(=O)(=O)c3ccccc3)cc2)n1	6	16	-2	22	-8	-34	-14	-16	-14	-6	4
COc1cc(SC)ccc1C(=O)OCC(=O)NC1CCCCC1	-14	2	-7	-1	0	-2	-2	-7	-27	-11	-3
CCOc1cc(/C=N/NC(=O)COc2nc(C)cc(COC)c2C#N)ccc1O	7	0	2	16	-3	-8	-3	5	7	2	7
Cc1ccc(CNC(=O)c2cc(-c3ccccc3)nn2CC2CC(c3cccnc3)=NO2)cc1 (stereo not drawn)	17	-4	4	8	2	1	-24	2	4	-12	21
CCOc1ccccc1NC(=O)NC1(C(=O)NCc2cccnc2)CCCCC1	18	-6	-9	-3	8	-3	-11	-52	10	-35	0
O=C(COC(=O)CNC(=O)c1ccccc1)NCc1ccc2c(c1)OCO2	-6	7	4	1	6	-1	-8	0	12	6	-4
Cc1ccc2c(C)c(C(=O)NCCN3CCCC(O)C3)oc2c1C (stereo not drawn)	-8	3	-5	0	5	-18	0	-16	-12	-1	1
COc1cc(NC(=O)c2cccc3c(-c4cccnc4)coc23)cc(OC)c1OC	28	16	·	52*	35	40	10	?	68*	80*	-14
O=C(CSc1nc2ccccc2o1)N1c2ccccc2Sc2ccc(Cl)cc21	-11	-7	5	3	-24	0	23	13	9	3	-22
O=C(CCCCCCCC(=O)N1CCCCC1)N1CCCCC1	-16	-11	-1	-10	-4	2	-8	-7	1	6	8
O=c1c2cc(Br)ccc2[nH]c(=S)n1Cc1ccccc1	-4	2	1	-1	0	-4	-12	4	12	4	1
Cc1c(C(=O)C(=O)NCc2cccs2)c2ccccc2n1C	-18	4	-7	-24	-10	-6	-20	18	-1	-12	7
C#CCSc1nnnn1-c1ccc(Br)c(C)c1	14	-12	-7	9	17	-25	10	7	-15	5	0
COc1cc(CN2C[C@@H](CO)O[C@@H](n3cnc4c(NCCCO)ncnc43)C2)cc(OC)c1OC	6	-9	·	2	-8	1	-6	8	-6	-4	10
CCc1c(C)n2nc(C)cc2[nH]c1=O	-6	-2	7	-3	-30	-19	3	-2	2	-7	-3
O=C(COC(=O)c1ccccn1)NCc1cccs1	1	5	1	2	-1	-7	26	-6	8	6	-12
O=C1c2nccnc2C(=O)N1c1ccc(F)cc1	-1	13	-4	-2	3	-5	2	-10	12	1	-9
CCOC(=O)Nc1ccc(C(N)=O)cc1	13	11	3	-4	1	-2	-6	-13	3	-9	0
(listing goes on)
SMILES	LRH-1 inv ag	SRC3 inh	LMP1 NFkB inh	NR2F2 inh	NCOA1 inh	TRAIL sens C8	CF NFkB block	Shn3 inh set2	TROY NFkB inh	TWEAK-Fn14 inh	KKLEB cytotox
CCOc1ccc2nc(NS(=O)(=O)Cc3ccccc3)sc2c1	-17	-26	19	-70	-43	-13	22	-21	-31	30	-16
O=C(NCC1CCCO1)c1ccc(CNS(=O)(=O)c2ccc(F)c(Cl)c2)cc1 (stereo not drawn)	14	3	-6	7	-19	-4	-19	4	-25	-6	8
CCOC(=O)N1CCN(C(=S)Nc2ccc(C)c(C)c2)CC1	10	14	-2	-1	-6	1	-4	23	-8	-1	17
Cn1ncc(Cl)c1C(=O)N/N=C/c1ccccn1	-5	21	-2	-19	-6	4	-5	-33	-22	-5	6
Cc1ccc(OCC(=O)Nc2ccccc2C(=O)N2CCCCC2)cc1	-9	-3	0	17	-5	-24	-16	9	6	6	16
CC(C)CCNC(=O)CN(Cc1ccccc1Cl)C(=O)CCC(=O)Nc1ccccn1	7	4	-13	9	6	-10	-14	7	-13	22	3
CN(Cc1cccc(C(F)(F)F)c1)Cc1nc(-c2cnccn2)no1	5	21	-4	-23	1	12	-11	9	-4	-5	-14
CCc1ccc2oc(C(=O)Nc3cccnc3)c(C)c2c1	-135	-111	-64	·	-112	42	-16	-80	-20	-7	-10
O=c1cc(O)sc2ccccc12	-16	-10	-10	-6	-11	-1	9	-4	32	-4	3
O=C(CSc1ccccc1)N1CCN(C(=O)c2ccco2)CC1	-7	9	0	1	4	6	-5	1	1	9	-1
O=C(O)CSc1nnc2c(n1)[nH]c1ccccc12	-26	-18	2	-1	-14	5	24	-19	-37	10	5
COc1ccc(/C=C/c2cc(C(F)(F)F)on2)cc1	-18	-14	4	-9	-34	-7	-12	20	-61	-26	7
CCN(CC)c1ccc(NC(=O)C2CCCN(S(=O)(=O)c3cccnc3)C2)c(C)c1 (stereo not drawn)	24	16	4	27	5	-3	1	8	-6	1	17
CCOC(=O)N1CCN(C(=O)CCCn2nc(C)c3sc4ccccc4c3c2=O)CC1	-5	-17	-2	8	-10	-6	-12	10	-7	-19	7
O=S(=O)(Nc1ccc(S(=O)(=O)Nc2ccccc2)cc1)c1ccccc1	14	-1	-2	7	4	10	14	5	-2	13	-2
CCCCc1c(-c2ccc(OC)c(OC)c2)ncn1CCc1ccccc1OC	-7	·	·	28	·	33	·	·	33	49	·
C/C(=N\NC(=O)CCCCCNC(=O)c1ccccc1)c1ccccc1O	23	18	-2	3	13	-10	-10	3	3	3	6
Cc1ccccc1Nc1nc2nonc2nc1N1CCOCC1	14	10	4	-13	-11	-8	-16	16	5	5	4

This is a subset; the hit share may differ from the screen's.
